From PubChem
GPR7 antag: antagonists of human GPR7 (neuropeptides B/W receptor 1); P48145; GPR7-expressing cells, fluorescence antagonist assay; inhibition, % at 4.4 µM; hit rate 1.1% among 290,000; in the data active = inhibition above about 16%, passing the limit was not always enough;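 note: cells stimulated with the agonist NPW; 0% = agonist with vehicle and 100% = vehicle without agonist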
HCV NS3 hel inh: HCV NS3 helicase inhibition. NS3 helicase DNA unwinding, Cy5 molecular beacon fluorescence. inhibition, % at 10.9 µM. hit rate 0.56% among 290,000. AID 1800;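 active = inhibition above the mean of all tested compounds plus 3 SD, set per campaign, cut at about 35% in these data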;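 note: 0% = DMSO wells and 100% = thioflavine S control wells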
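Assay system – hepatitis C virus NS3 helicase domain fragment enzyme · Buffer or medium – MOPS pH 6.5, MgCl2, DTT, Tween20, BSA · Reagent – Cy5/quencher beacon DNA duplex and ATP to start · Compound – single 10.9 µM dose · Timing – 1 h at 25 °C · Technique – Cy5 beacon fluorescence read at start and 1 h · Measure – % inhibition of unwinding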
GalR3 antag: human GalR3 antagonism; HEK293 GalR3-CNG cAMP membrane potential fluorescence; galR3 body fused to GalR1 C-terminus; inhibition, % at 3 µM; hit rate 0.44% among 360,000; AID 651719;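 active = inhibition above the screen-wide average plus 3 SD, cut at about 13% in these data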;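 note: forskolin and galanin both at EC90 stimulate the cells; cAMP rise reported by CNG channel membrane potential dye signal; 0% = forskolin plus galanin with DMSO and 100% = forskolin alone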
Target sequence (O60755 1-299 limits assumed): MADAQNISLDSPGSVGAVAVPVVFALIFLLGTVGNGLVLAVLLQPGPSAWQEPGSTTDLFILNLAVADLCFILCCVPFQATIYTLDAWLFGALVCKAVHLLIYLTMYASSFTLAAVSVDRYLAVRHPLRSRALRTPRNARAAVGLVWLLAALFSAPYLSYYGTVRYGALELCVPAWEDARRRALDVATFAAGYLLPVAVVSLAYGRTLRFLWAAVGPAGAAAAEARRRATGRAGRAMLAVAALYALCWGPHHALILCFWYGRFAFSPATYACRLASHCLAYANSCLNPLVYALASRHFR
IMP-1 inhibitor: blocks Pseudomonas aeruginosa IMP-1 metallo-beta-lactamase; purified IMP-1, nitrocefin hydrolysis, epi-absorbance fluorescence; inhibition, % at 5.6 µM; hit rate 0.45% among 290,000;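 active = inhibition above the mean plus 3 SD of all compounds in the same screening run, cut at about 4.5% in these data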;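 note: 0% = IMP-1 with DMSO and 100% = DMSO wells lacking enzyme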
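System: purified IMP-1 / Input: IMP-1 dispensed at 0.2 nM / Medium: 50 mM HEPES pH 7.1, 50 µM ZnSO4, 0.05% Brij 35 / Timing: 15 min enzyme–compound preincubation, then 25 min nitrocefin reaction, 25 °C / Technique: plate fluorescence quenching by hydrolysis product, ex 480/em 530 nm / Repeats: singlicate testing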
PHOSPHO1 inh: inhibitors of human PHOSPHO1 phosphatase | hit rate 1.1% among 290,000 | recombinant PHOSPHO1, absorbance phosphatase assay | inhibition, % at 13.3 µM; in the data active = inhibition above about 60%
Target sequence (Q8TCT1 whole entry, looked up): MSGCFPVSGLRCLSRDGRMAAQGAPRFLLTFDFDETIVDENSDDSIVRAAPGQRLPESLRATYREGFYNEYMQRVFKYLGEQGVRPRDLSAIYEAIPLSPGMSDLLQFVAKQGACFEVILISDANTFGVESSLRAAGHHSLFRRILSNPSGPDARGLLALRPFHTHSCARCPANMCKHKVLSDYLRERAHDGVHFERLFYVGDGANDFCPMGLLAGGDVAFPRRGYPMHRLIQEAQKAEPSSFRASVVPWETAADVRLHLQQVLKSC
V1R ag counter: V1a receptor agonism, counter-screen for OXTR agonists; hit rate 0.25% among 320,000; activation, % at 3 µM; CHO-V1R cells, Fluo-8 calcium fluorescence, agonist mode; 0% DMSO, 100% 3 nM vasopressin;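 active = activation above the mean activation of all tested compounds plus 3 SD, per screening run, cut at about 20% in these data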;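 note: signal is peak over basal fluorescence ratio across a 100 second FLIPR read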
DNA FID counter: displaces DNA intercalator in HCV helicase counter-screen | DNA fluorescent intercalator displacement, fluorescence | inhibition, % at 7.9 µM | hit rate 0.17% among 290,000 | AID 1845; in the data active = inhibition above about 37%;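 note: 0% = vehicle and 100% = reference compound; higher means more ethidium bromide displaced from hairpin DNA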
VIM-2 inhibitor: blocks Pseudomonas aeruginosa VIM-2 metallo-beta-lactamase; purified VIM-2, nitrocefin hydrolysis, epi-absorbance fluorescence; inhibition, % at 5.6 µM; hit rate 0.89% among 290,000;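 active = inhibition above the mean of all tested compounds plus 3 SD, cutoff set per screening run, cut at about 7.5% in these data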;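 note: red hydrolysis product quenches plate fluorescence so inhibitors raise well fluorescence; 0% = enzyme with DMSO and 100% = DMSO without enzyme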
OXTR agonist: agonists of human oxytocin receptor; hit rate 0.32% among 320,000; activation, % at 3 µM; CHO-OTR cells, Fluo-8 calcium fluorescence; normalized: DMSO 0%, oxytocin 100%; AID 2435; P30559;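 active = activation above the mean of all tested compounds plus 3 SD, cutoff set per screening run, cut at about 20% in these data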;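 note: peak over basal fluorescence ratio from a 100 s FLIPR kinetic read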
Target sequence (P30559 whole entry, looked up): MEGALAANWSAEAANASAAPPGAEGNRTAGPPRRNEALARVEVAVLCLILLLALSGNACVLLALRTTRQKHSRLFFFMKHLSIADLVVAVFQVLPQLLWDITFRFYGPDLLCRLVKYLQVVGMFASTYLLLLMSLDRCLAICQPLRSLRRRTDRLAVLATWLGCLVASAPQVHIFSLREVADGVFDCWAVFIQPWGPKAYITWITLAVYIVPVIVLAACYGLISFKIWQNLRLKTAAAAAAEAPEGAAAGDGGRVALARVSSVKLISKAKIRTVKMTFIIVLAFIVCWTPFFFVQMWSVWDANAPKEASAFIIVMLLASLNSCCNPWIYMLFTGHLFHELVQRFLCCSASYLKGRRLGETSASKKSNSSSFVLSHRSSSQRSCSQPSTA
Numbers without * were called inactive; x = no result given. This is a subset, so the mix of outcomes need not match the whole.

SMILES | GPR7 antag | HCV NS3 hel inh | GalR3 antag | IMP-1 inhibitor | PHOSPHO1 inh | V1R ag counter | DNA FID counter | VIM-2 inhibitor | OXTR agonist
O=C(C(=O)N1CCOCC1)c1cn(Cc2ccccc2)c2ccccc12 | -2.8 | 0.3 | -0.3 | -0.1 | -15.8 | 1.6 | -17.0 | -1.0 | -0.3
CCOc1ccc(Cc2c(O)[nH]c(=O)[nH]c2=O)cc1 | -14.5 | -2.1 | -4.3 | -6.1 | 10.9 | 0.9 | 1.8 | -2.9 | 0.5
O=C(c1ccc2c(c1)OCO2)N1CCC2(CC1)OCCO2 | 0.6 | 3.9 | -3.9 | -1.8 | 5.4 | 0.3 | -10.5 | -5.2 | 0.6
Cc1cc(=O)oc2c(C)c(OCC(=O)N3CCN(Cc4ccc5c(c4)OCO5)CC3)ccc12 | 2.6 | -3.2 | -0.8 | -2.1 | 27.9 | 4.2 | -14.6 | 41.5* | 0.8
CN1C(=O)C(=Cc2ccc(N3CCCCC3)o2)C(=O)N(C)C1=S | -2.0 | 7.7 | -3.6 | -1.2 | 4.4 | 8.3 | -3.8 | -0.4 | 7.6
CC(C)(O)[C@H]1O[C@H]2CC[C@@]3(C)[C@@](O)(CC[C@H]4Cc5c([nH]c6ccccc56)[C@@]43C)C2=CC1=O | 22.5 | -26.7 | x | 2.7 | -79.1 | 6.3 | -19.2 | 0.2 | 2.2
O=C(Nc1ccc(Cl)cc1C(=O)c1ccccc1)c1ccc(Br)o1 | -8.7 | 2.3 | -2.3 | -3.0 | 21.8 | -0.3 | -5.3 | -1.5 | -0.5
CCS(=O)(=O)NCc1nnc2n1-c1ccc(Cl)cc1C(c1ccccc1)=NC2 | -6.7 | -0.7 | 4.3 | -2.6 | 1.5 | 0.9 | -16.4 | -2.1 | 0.3
CCOP(=O)(OCC)c1cccc(O)c1 | -18.2 | 2.6 | -4.7 | -1.7 | 8.4 | 0.5 | -0.5 | -1.1 | 0.3
CCn1cc(/C=c2/sc3n(c2=O)C2c4ccccc4OC(C)(N=3)C2C(=O)OC)c(C)n1 (stereo not given) | 9.7 | -4.5 | 0.5 | -1.7 | -33.8 | -0.6 | -7.1 | 0.6 | -1.1
O=C1N(c2nncs2)CCN1[N+](=O)[O-] | -5.5 | -6.6 | -6.8 | -1.5 | 34.2 | 0.3 | -0.4 | -1.9 | -0.1
Cc1cc(C)c(-n2c(O)c(/C=N/N3CCCCC3c3cccnc3)c(=O)[nH]c2=O)c(C)c1 (stereo not given) | -3.4 | 18.2 | -5.0 | -0.4 | 1.6 | -0.2 | -15.9 | -2.7 | -1.6
CC(=O)C1C2c3ccccc3OC1(C)N=c1s/c(=C/c3cn(C)nc3C)c(=O)n12 (stereo not given) | 0.1 | -6.4 | -4.5 | -2.6 | 31.0 | 1.6 | -17.9 | -0.7 | 1.2
CN(C)P(=O)(CCl)Nc1ccccc1 (stereo not given) | -7.0 | -0.8 | 8.1 | -1.6 | 3.1 | 0.1 | 0.3 | -0.7 | -0.7
O=S1(=O)N(Cc2ccc(F)cc2)CCCN1Cc1ccccc1Cl | 4.0 | -12.0 | -2.7 | -0.1 | 47.9 | 0.1 | -16.1 | -1.3 | 0.8
CCc1nnc(NC(=O)CCc2nc(C3=CCN(C)CC3)no2)s1 | -13.0 | -2.6 | -1.8 | -4.1 | 22.6 | 0.4 | 1.1 | -5.7 | 0.9
O=c1[nH]c(=O)n(Cc2ccco2)c(O)c1C=NC1CCN(Cc2ccccc2)CC1 | -2.7 | -1.4 | -2.1 | 1.1 | 33.4 | 0.2 | -2.3 | -1.4 | -0.5
COc1cc2c(cc1OC)C(C(=O)N1CCC3(CC1)OCCO3)C(c1ccccc1F)N(C)C2=O (stereo not given) | -15.0 | 5.9 | -0.2 | -2.8 | -0.8 | 0.9 | -38.4 | -1.8 | 0.6
Cc1cc(NC(=O)COC(=O)c2c(C)nn(Cc3ccccc3Cl)c2C)no1 | -4.2 | -3.2 | -2.5 | -0.9 | 2.1 | 1.2 | -4.0 | -1.5 | -0.3
C/C(=N\Nc1ccccc1)c1c(O)[nH]c(=O)[nH]c1=O | -7.8 | -2.5 | -2.6 | 0.0 | 12.9 | 0.5 | 2.4 | 0.2 | 0.9

Compound profiles, as listed above. Order of screens: GPR7 antag, HCV NS3 hel inh, GalR3 antag, IMP-1 inhibitor, PHOSPHO1 inh, V1R ag counter, DNA FID counter, VIM-2 inhibitor, OXTR agonist
CCS(=O)(=O)NCc1nnc2n1-c1ccc(Cl)cc1C(c1ccccc1)=NC2 is listed with -6.7, -0.7, 4.3, -2.6, 1.5, 0.9, -16.4, -2.1, 0.3
O=S1(=O)N(Cc2ccc(F)cc2)CCCN1Cc1ccccc1Cl is listed with 4.0, -12.0, -2.7, -0.1, 47.9, 0.1, -16.1, -1.3, 0.8

(more compounds)
SMILES | GPR7 antag | HCV NS3 hel inh | GalR3 antag | IMP-1 inhibitor | PHOSPHO1 inh | V1R ag counter | DNA FID counter | VIM-2 inhibitor | OXTR agonist
CN1C(=O)N(C)C(=O)C2(Cc3cc([N+](=O)[O-])ccc3N(C)C2)C1=O | -7.0 | 4.7 | 5.9 | -2.1 | 12.3 | -0.3 | -1.7 | 0.7 | 0.4
C/C(=N\NC(=S)Nc1ccccc1)c1c(O)n(C)c(=O)n(C)c1=O | -14.5 | -3.5 | -4.1 | -2.9 | 33.4 | 0.0 | -6.1 | 3.2 | -1.0
O=c1cccc2n1CC1CC2CN(C(c2ccccc2)c2sc3ncnn3c2O)C1 (stereo not given) | 1.0 | 15.6 | x | -3.0 | 14.1 | -0.4 | -4.3 | 1.5 | -0.5
CC1(C)C(c2ccccc2)=NC(c2cccnc2)=[N+]1[O-] | -8.1 | -1.1 | -0.4 | -4.8 | -20.1 | 0.3 | -6.2 | -1.0 | 2.8
CC(C)CCNC(=O)c1c(N)n(Cc2ccc3c(c2)OCO3)c2nc3ccccc3nc12 | 0.5 | -0.5 | -5.5 | -1.0 | 11.3 | 1.0 | -6.6 | -1.3 | 1.5
O=C(CNC(=O)OCc1ccccc1)Nc1ccc(Br)cc1C(=O)c1ccccc1 | 9.7 | -6.2 | -6.8 | -0.3 | 23.4 | 0.8 | -20.8 | -5.5 | 1.6
CCOC(=O)N1CCN(C(C)C(=O)c2c[nH]c3ccccc23)CC1 (stereo not given) | -5.8 | -5.3 | 2.8 | 0.9 | -5.4 | 1.5 | -0.2 | 1.0 | 2.2
CCOc1cc2c(cc1OCC)-n1cccc1C(c1c(O)cccc1OC)NC2 (stereo not given) | -1.6 | -72.0 | -5.2 | -0.6 | 11.4 | -2.1 | 16.7 | -1.6 | -2.4
O=c1[nH]c(O)c(N=Nc2cc(C(F)(F)F)ccc2Cl)c(=O)[nH]1 | -0.8 | 8.4 | -1.0 | 0.3 | -2.1 | -2.3 | 9.7 | 11.4* | -1.6
CCOc1cc2c(cc1OCC)-n1cccc1C(c1cc(OC)ccc1F)NC2 (stereo not given) | -0.2 | -47.0 | -7.1 | -0.2 | -10.9 | -1.5 | 8.1 | -1.3 | 0.4
CCc1c(C(=O)NN2C(=O)C3C4CCC(O4)C3C2=O)csc1C (stereo not given) | -9.3 | 0.6 | -0.7 | -0.9 | 4.5 | -0.3 | -2.5 | -1.4 | -0.1
CN(C)C(=O)Oc1ccc(Br)cc1C(=O)Nc1ccc(F)c(Cl)c1 | -11.8 | 1.1 | -0.9 | -1.9 | 25.4 | -0.4 | -7.1 | -1.9 | -3.8
CCOc1cccc(CNCCc2c(C)[nH]c3ccc(OC(F)(F)F)cc23)c1O | 53.4* | -76.0 | 72.5* | -0.4 | 32.6 | 29.4* | 36.5 | -1.3 | 39.5*
COc1cc(/C=C2\C(=O)NC(=O)N(c3ccc(C)cc3)C2=O)cc(OC)c1O | 0.6 | 9.5 | -2.6 | -0.1 | 4.7 | 0.4 | -8.8 | 1.0 | 0.6
O=Cc1cn(Cc2ccc(Br)cc2)c2ccccc12 | -12.3 | -5.8 | -10.6 | 0.2 | 28.4 | 1.4 | -14.7 | -0.2 | 1.2
CCOc1ccccc1-n1c(O)c(C=Nc2c(C)n(C)n(-c3ccccc3)c2=O)c(=O)[nH]c1=O | -10.2 | 2.2 | 2.2 | -4.5 | -10.0 | 0.8 | -21.6 | -7.0 | -0.3
CCOc1ccc(-c2cc(C)[n+](CCN3CCOCC3)c(-c3ccc(OCC)cc3)c2)cc1 | -10.7 | -25.8 | 7.3 | -3.6 | 14.7 | 0.0 | 14.3 | -3.6 | 0.2
C/C(=N\N1CCCCC1)c1c(O)[nH]c(=O)[nH]c1=O | -1.9 | -0.9 | 3.7 | 1.1 | -2.9 | -0.5 | 2.4 | -1.0 | -0.5
COc1ccc(CCn2c(O)c(C=Nc3ccc(F)cc3)c(=O)[nH]c2=O)cc1OC | -13.7 | -0.3 | -1.2 | -1.6 | 33.4 | -0.3 | -21.6 | -1.6 | 0.0
COc1ccc(CCNC(=O)COC(=O)Cc2ccccc2)cc1 | -1.4 | 1.7 | -4.3 | -5.2 | -13.9 | -0.4 | -9.4 | -3.4 | -0.7
CCn1c(P(C)(=O)O)nc2cc(NC(=O)c3ccccc3F)ccc21 | -2.7 | 2.9 | -1.3 | -2.8 | 17.2 | 0.1 | 9.2 | -1.0 | 0.2
CCn1cc(C(=O)c2ccccc2)c2ccccc21 | -9.6 | 1.8 | -7.5 | -3.8 | 11.3 | -1.3 | -4.0 | -1.6 | -2.1
CC12CN3CC(C)(CN(C1)C31CCOCC1)C2=O | -4.2 | -4.2 | 5.2 | -4.2 | 1.7 | -0.4 | 3.3 | -3.7 | 0.9
Cc1ccccc1-n1c(C)cc(/C=C2/C(=O)NC(=O)N(Cc3ccco3)C2=O)c1C | -12.3 | 39.8* | -3.6 | -0.5 | 24.2 | -0.2 | -26.3 | -0.7 | -1.4
Cc1nc2ccc(Cl)cn2c1P(=S)(N1CCOCC1)N1CCOCC1 | -4.5 | 0.3 | 4.9 | -2.7 | -3.5 | 0.0 | -13.2 | -4.9 | 3.9
CCCC(C)C1(CC)C(=O)NC(=O)N=C1N (stereo not given) | -14.6 | 0.9 | -5.5 | -2.8 | 9.4 | 0.6 | -2.6 | -4.1 | 0.1
Cc1[nH]c2ccccc2c1C1=CCNCC1 | 1.1 | 0.1 | -8.2 | 3.6 | 16.0 | 0.6 | 6.5 | 2.9 | 1.3
C[N+]12CCC(CC1)C(=C(c1ccccc1)c1ccccc1)C2 | -2.0 | -4.9 | -0.8 | -2.1 | 15.8 | 0.5 | 11.8 | -3.2 | -1.4
CC(=O)c1c(C)n(CC2CCCO2)c2ccc(O)cc12 (stereo not given) | 19.4 | 2.1 | -1.1 | -1.4 | 29.0 | -0.3 | 1.8 | -1.8 | 0.7
Cc1ccc(S(=O)(=O)NCC2CCC(C(=O)N3CCC4(CC3)OCCO4)CC2)cc1 (stereo not given) | 0.6 | -1.4 | -1.4 | -0.5 | 20.1 | 0.3 | -21.8 | 0.0 | 0.3
O=C(N/N=C/c1c(O)n(C2CC2)c(=S)[nH]c1=O)c1ccccc1Cl | 6.7 | -0.9 | -6.9 | -2.1 | 3.9 | 0.6 | -25.6 | -1.6 | -0.7
Cc1[nH]c2ccccc2c1/C=N/O | 14.9 | 1.9 | -4.5 | 1.8 | -8.7 | 0.3 | 2.0 | 0.2 | 0.8
